14-3-3g Raf: 14-3-3 gamma protein interaction modulation. FP, 14-3-3gamma / TMR-pS259-Raf peptide binding. inhibition, % at 40 µM. hit rate 0.19% among 160,000; in the data active = inhibition above about 30%;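 note: 0% = protein plus tracer without compound and 100% = blank with tracer alone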
Target sequence (P61981 whole entry, looked up): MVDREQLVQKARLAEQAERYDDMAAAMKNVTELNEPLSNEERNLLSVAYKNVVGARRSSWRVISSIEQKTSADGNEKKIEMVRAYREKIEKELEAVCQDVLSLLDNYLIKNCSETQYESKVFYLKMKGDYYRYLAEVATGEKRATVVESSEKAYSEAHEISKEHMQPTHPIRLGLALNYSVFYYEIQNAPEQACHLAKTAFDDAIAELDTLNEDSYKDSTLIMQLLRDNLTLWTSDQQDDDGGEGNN
* hit, by the source's call; & = joins results of further samples. A portion of the library. The share of hits here may be higher or lower than overall.

cpd | mol | 14-3-3g Raf
1 | COc1ccc(N2C(=O)CCC2(C#N)c2ccc(Br)cc2)cc1 (stereo not drawn) | 2.1
2 | Cc1ccc2[nH]c3c(Cl)ncnc3c2c1 | -20.1
3 | COc1ccc(CC(=O)NCc2n[nH]c(=S)n2-c2cccc(C(F)(F)F)c2)cc1 | -1.1
4 | COc1ccc(CNC(=O)CSCc2cccc(Br)c2)cc1 | 2.5
5 | O=C(Oc1cccc2cccnc12)c1ccc2c(c1)OCCO2 | 2.5
6 | COc1ccc(Nc2ncc(C(=O)N3CCN(c4cccc(Cl)c4)CC3)c3ccccc23)cc1 | -14.5
7 | Cc1ccccc1CSc1nc2c([nH]c3ccccc32)c(=O)n1C | 0.4
8 | COc1ccc(C(=O)Nn2cnc3scc(-c4cccs4)c3c2=O)c(O)c1 | -2.5
9 | CCN(CC)c1ccc(C2C3=C(CCCC3=O)Nc3ccccc3N2C(=O)c2ccccc2)cc1 (stereo not drawn) | -2.1
10 | COc1ccc2nc(NC(=O)C3CCCCC3)sc2c1 | 5.2
11 | COC(=O)C1=C(C)NC(=S)NC1c1ccc(OC)c(OC)c1 (stereo not drawn) | 3.4
12 | COc1ccc(C(=O)N2CCN(C(=O)c3cc(OC)c(OC)c(OC)c3)CC2)cc1 | 2.6
13 | COc1ccc(-n2c(=S)[nH]c3cc(C(=O)NCc4ccc(Cl)cc4)ccc3c2=O)cc1 | 2.1
14 | COc1ccc(CN2CC(C(=O)NCc3ccc4c(c3)OCO4)CC2=O)cc1 (stereo not drawn) | -3.2
15 | Cn1cc(Cl)c(C(=O)NC2C3CC4CC(C3)CC2C4)n1 (stereo not drawn) | 0.3
16 | CCC1Oc2ccc(Cl)cc2N(CC(=O)NC2CCCCCC2)C1=O (stereo not drawn) | -1.2
17 | CCOc1cc2[nH]c(=S)n(CCCOC)c(=O)c2cc1OCC | -12.6
18 | Cc1ccc(OCC(=O)Nc2ccc(Cl)c(-c3nc4ccccc4o3)c2)c(C)c1 | -238.2
19 | COc1ccc2[nH]cc(CCNS(=O)(=O)c3ccc(N)cc3)c2c1 | 0.4
20 | COc1ccc(-c2cc(C(F)(F)F)n3ncc(C(=O)NCc4cccs4)c3n2)cc1 | -0.7
21 | Cc1cccc(N(CC(=O)N2CCCCC2)S(C)(=O)=O)c1C | -8.5
22 | COc1ccccc1NC(=O)C1C(=O)CNC23CCCCC2C1c1ccccc1O3 (stereo not drawn) | -3.6
23 | CC(=O)c1cccc(NC(=O)c2cc(-c3ccc4c(c3)OCO4)nc3ccccc23)c1 | -30.9
24 | Cc1c(C(=O)NCc2ccccc2)oc2c1C(=O)CCC2 | -1.0
25 | COC(=O)c1ccccc1NC(=O)COc1ccc(OC)cc1 | -14.7
26 | O=C(NCC1CCCO1)c1ccc2c(=O)n(Cc3ccc4c(c3)OCO4)c(=O)[nH]c2c1 (stereo not drawn) | -1.2
27 | CCC(=O)N1CCc2cc(S(=O)(=O)NCCCN3CCOCC3)ccc21 | 8.2
28 | COc1ccccc1CNc1nc(-c2ccccc2F)nc2ccccc12 | -0.1
29 | CC12CC(c3ccccc3O1)N(C(=O)c1cccs1)C(=S)N2c1ccccc1 (stereo not drawn) | -275.1
30 | COc1ccc(Cl)cc1Nc1nc(-c2ccccc2F)nc2ccccc12 | 0.6

Compounds listed so far with two or more sulfur atoms (2):
cpd | mol | 14-3-3g Raf
8 | COc1ccc(C(=O)Nn2cnc3scc(-c4cccs4)c3c2=O)c(O)c1 | -2.5
29 | CC12CC(c3ccccc3O1)N(C(=O)c1cccs1)C(=S)N2c1ccccc1 (stereo not drawn) | -275.1

(continued)
cpd | mol | 14-3-3g Raf
31 | COc1ccc(Cl)cc1NC(=O)c1cc(-c2ccc(OC)c(OC)c2)on1 | -13.3
32 | COCCCNC(=O)c1ccc2c(=O)n(CCC3=CCCCC3)c(=S)[nH]c2c1 | -0.7
33 | CC1(C)OC(=O)C(=CNC(Cc2c[nH]c3ccccc23)C(=O)O)C(=O)O1 (stereo not drawn) | -7.2
34 | Cc1ccccc1-c1nc(CN2CCC(C(=O)NCc3cccnc3)CC2)c(C)o1 | -11.5
35 | Cc1cc(C)n2cc(CSc3nc4cc([N+](=O)[O-])ccc4s3)nc2n1 | -20.3
36 | O=C(c1ccc(N2CC3CC(C2)c2cccc(=O)n2C3)c([N+](=O)[O-])c1)N1CCCc2ccccc21 (stereo not drawn) | 1.3
37 | COc1cc(NS(=O)(=O)c2ccc(NC(=O)NC3CCCCC3)cc2)nc(OC)n1 | -7.8
38 | Cc1nc(Nc2cccc(C(F)(F)F)c2)c2c(C)c(C)sc2n1 | -14.3
39 | Cc1ccc(-c2cc(C(F)(F)F)n3ncc(C(=O)NC(C)C)c3n2)cc1 | -6.4
40 | CCN(CC)S(=O)(=O)c1ccc(-c2csc(=Nc3ccccc3)n2CCc2ccccc2)cc1 | -14.0
41 | Cc1ccc(Nc2nnns2)cc1C | -10.8
42 | O=S(=O)(NCc1ccc2c(c1)OCO2)c1ccc(-c2ccc(S(=O)(=O)NCc3ccc4c(c3)OCO4)cc2)cc1 | 1.3
43 | O=C1C(=O)N(CCCN2CCOCC2)C(c2ccncc2)/C1=C(\O)c1ccccc1 (stereo not drawn) | 4.0
44 | CCc1ccc(NC(=O)c2noc3c2CCc2cc(OC)ccc2-3)cc1 | 5.1
45 | COc1ccc(-c2nc3ccccc3c(=O)n2CCN2CCOCC2)cc1 | -6.7
46 | C=CCn1c(SCC(=O)Nc2ccc(C)cc2)nnc1C1CC1 | -13.5
47 | Cc1cc(C(F)(F)F)nn1CC(=O)NCC1CCCO1 (stereo not drawn) | 3.8
48 | Cc1c(C(=O)N2CCCCC2)oc2ccc(S(=O)(=O)N3CCCC3)cc12 | -5.2
49 | Nc1ccc([N+](=O)[O-])cc1NC(=O)c1ccccc1 | -0.3
50 | CCCC(=O)N(Cc1cc2ccccc2[nH]c1=O)c1ccccc1OC | 7.7
51 | COc1ccc(-n2ncc3c(Nc4ccc(C)c(Cl)c4)ncnc32)cc1 | -2.7
52 | COc1ccc(C(=O)N2N=C(c3ccc(Cl)cc3)CC2(O)C(F)(F)F)cc1 (stereo not drawn) | 5.2
53 | CCn1ncc(C(=O)Nc2ccc(S(=O)(=O)N3CCCC3)cc2)c1C | -1.9&10.3
54 | O=C(Nc1cccc([N+](=O)[O-])c1)c1cccc(N2C(=O)c3ccc(C(=O)Nc4cccc([N+](=O)[O-])c4)cc3C2=O)c1 | -6.0
55 | Cc1ccc(C)c(CN2C(=O)C(C(C)C(=O)NCc3cccs3)Sc3ccccc32)c1 (stereo not drawn) | -57.2
56 | CCOC(=O)c1cc2c(=O)n3ccccc3nc2n(CCOC)c1=NC(C)=O | -13.1
57 | CCc1ccccc1NC(=O)c1cc(-c2ccccc2OC)on1 | -7.8
58 | COc1ccc(-n2nc3c(c2NC(=O)c2ccc(Br)o2)CS(=O)(=O)C3)cc1 | -4.5
59 | COCCCn1c(-c2ccc(OC)cc2)nc2nc3ccccc3nc21 | -7.3
60 | Cc1ccc(NC(=O)C2CCCN(S(=O)(=O)c3c(C)n[nH]c3C)C2)c(C)c1 (stereo not drawn) | -0.1
61 | Cc1cc(C)nc(N(C#N)S(=O)(=O)c2ccccc2)n1 | -6.9
62 | CCCCC(=O)NC(c1ccccc1Cl)c1ccc2cccnc2c1O (stereo not drawn) | 2.5
63 | O=C(Nc1ccccc1F)c1cc(-c2cccs2)nc2ccccc12 | -7.3
64 | CCOC(=O)c1c(CN2CCCCC2)oc2ccc(OC)cc12 | 11.1
65 | Nc1ncnc(NCCOCCO)c1[N+](=O)[O-] | 2.7
66 | COc1ccc(C(=O)CSc2ncnc3sc(C)c(C)c23)cc1 | -7.0
67 | COc1cc(NC(=O)c2sc3nc(-c4ccc(F)cc4)ccc3c2N)cc(OC)c1OC | -15.8
68 | COc1ccc(C2CC(C(F)(F)F)n3nc(C(=O)NCc4c(C)nn(C)c4C)c(Cl)c3N2)cc1 (stereo not drawn) | -14.2
69 | O=C(CSc1nc2sc3c(c2c(=O)[nH]1)CCCC3)N1CCOCC1 | -8.2
70 | COc1ccc(N(C)C(=O)CNS(=O)(=O)c2cccs2)c(OC)c1 | -17.6
71 | O=C(CCSCc1cccc(Cl)c1)NC1CCCCCCC1 | 0.3
72 | O=C1CC(c2ccc3c(c2)OCO3)Sc2nc(-c3ccccc3)nn21 (stereo not drawn) | -16.7
73 | O=C(c1ccc2c(c1)OCO2)N1CCNc2ccccc2C1 | 0.0
74 | O=C(NCc1ccccc1Cl)c1cccn2c(=O)c3sccc3nc12 | -1.7
75 | CCOc1ccc(C(=O)Nc2cccc(-c3nc4ncccc4o3)c2)cc1[N+](=O)[O-] | -11.7
76 | O=C(CCCNS(=O)(=O)c1cccc2nsnc12)NCc1ccccc1 | -10.5
77 | CSc1nc2c(c(=O)[nH]1)C(c1cccc(F)c1)C1=C(CC(C)(C)CC1=O)N2 (stereo not drawn) | -6.2
78 | COC(=O)c1ccc(NC(=O)C2CC(=O)N(c3cc(C)ccc3C)C2)cc1 (stereo not drawn) | 5.7
79 | COc1cc(NC(=O)Cn2nnc(-c3ccccc3N)n2)cc(OC)c1 | -3.5
80 | Oc1ccccc1-c1nc(NCC2CCCO2)c2ccccc2n1 (stereo not drawn) | -1.4
81 | COc1cc(N/C(=N/S(=O)(=O)c2ccccc2)c2ccccc2)ncn1 | 2.5
82 | CC(C)c1ccc(CN(C(=O)c2ccco2)C2CCS(=O)(=O)C2)cc1 (stereo not drawn) | -0.3
83 | CCOCCn1c(CCCO)nc2ccccc21 | 4.5
84 | CCOC(=O)c1c(NC(=O)c2nn(CC)cc2Br)c(C#N)nn1-c1ccccc1 | -7.7
85 | Cc1sc2nc(C=Cc3ccccc3)oc(=O)c2c1C | 1.4
86 | COc1ccc(S(=O)(=O)N(CC(=O)Nc2ccc(F)cc2)c2ccc(C)cc2)cc1 | -0.6
87 | CCOc1cc(-c2cc(OC)c(OC)c(OC)c2)cc(=O)c2c(C)oc(C)c12 | -7.9
88 | Cc1c(C(=O)N(Cc2ccccc2)c2ccccn2)cccc1[N+](=O)[O-] | -7.8
89 | O=S(=O)(NCCN1CCN(c2ccccc2)CC1)c1cccc2nsnc12 | -3.1
90 | O=S(=O)(/N=C(/Nc1cc(N2CCOCC2)ncn1)c1ccc(F)cc1)c1ccccc1 | -6.9

Carrying on.
cpd | mol | 14-3-3g Raf
91 | O=C(c1ccc(Cl)cc1)c1ccc(S(=O)(=O)c2ccc(Cl)cc2)cc1 | -1.9
92 | O=C(CC1SC(=Nc2ccccc2)N(CCCO)C1=O)Nc1ccc(Cl)cc1 (stereo not drawn) | -1.2
93 | COc1cc(C2C(C(=O)c3ccco3)=C(O)C(=O)N2c2cc(C)on2)cc(Br)c1O (stereo not drawn) | -5.3
94 | Nc1ccc(Oc2ccc3c(c2)C(=O)N(c2ccccc2F)C3=O)cc1 | -0.3
95 | COc1ccc(C2=CSC3=NCCN23)cc1F | -2.0&-8.1
96 | Cc1cc(C)n(-c2cccc(Cl)c2)c(=O)c1C(N)=O | -18.9
97 | COc1ccc(C)cc1NC(=O)CN(c1ccccc1F)S(C)(=O)=O | -2.6
98 | COCCn1cnc2c1c(=O)n(CC(=O)c1ccc3c(c1)OCCO3)c(=O)n2Cc1ccccc1 | -17.6
99 | COC(=O)c1ccc(N2C(=O)CC(N(C)Cc3ccccc3)C2=O)cc1 (stereo not drawn) | -4.0
100 | O=C(Nc1ccc(Br)cc1)c1ccccc1C(=O)c1ncc[nH]1 | 0.2
101 | CC1CCCCC1NC(=O)c1ccc2nc(-c3ccco3)c(-c3ccco3)nc2c1 (stereo not drawn) | -52.2
102 | O=C(OCc1ccc2nonc2c1)c1cc(-c2ccccc2)nc2ccccc12 | -0.3
103 | COc1ccc2oc(=O)c(C(=O)Nc3cccc(C(=O)O)c3)cc2c1 | -15.5
104 | CC(CCc1ccccc1)NC(=O)CCn1c(=S)oc2ccccc21 (stereo not drawn) | 0.8
105 | CCCCn1c(CNC(C)=O)nc2ccccc21 | -12.6
106 | Cc1cc(S(=O)(=O)N2CCCC2)c(C)s1 | -7.3
107 | Cc1nc2cc(NC(=O)N3CC4(C)CC3CC(C)(C)C4)ccc2n1C (stereo not drawn) | 5.1
108 | Cc1cc(OCC(=O)NCc2ccncc2)ccc1Br | -1.7
109 | COc1ccc(CNC(=O)CN2C(=O)CSc3ccc(S(=O)(=O)N4CCC(C)CC4)cc32)cc1 | -5.2
110 | CCOc1ccc(N(C(C)C(=O)Nc2ccc(Br)c(C)c2)S(C)(=O)=O)cc1 (stereo not drawn) | -16.2
111 | Cc1sc(NC(=O)c2ccco2)c(CN2CCCCC2)c1C | -5.1
112 | CCN(C(=O)c1cccc(C(=O)N(CC)c2ccccc2)c1)c1ccccc1 | 3.1
113 | CCCCC(=O)Nc1nc2ccccc2s1 | -3.1
114 | Cc1cc(C)nc(NC(N)=O)n1 | -0.9
115 | O=C(CCc1nc(-c2ccccc2F)no1)NCCCN1CCCC1 | 2.9
116 | Cc1nc2c(C(=O)O)cnn2c(C)c1Cc1cccc(Cl)c1 | -7.5
117 | Clc1ccc(-c2nnc(-c3ccc(Br)o3)o2)c(Cl)c1 | -2.2
118 | O=C(Cc1ccccc1)Nc1c(C(=O)N2CCOCC2)cnn1-c1ccccc1 | 9.7
119 | Cc1ccc(-c2nc(CSCC(=O)N3CCCC3)c(C)o2)cc1 | 1.4
120 | Cc1cc(N2CCCCC2)nc2ccc(NC(=O)COc3ccc(Cl)cc3)cc12 | -12.5
121 | O=C(Oc1ccccc1N1C(=O)C2C3CCC(C3)C2C1=O)c1ccccc1Cl (stereo not drawn) | -12.3
122 | CC1Cc2ccccc2N1C(=O)c1cc2c(=O)n3ccccc3nc2s1 (stereo not drawn) | -7.0
123 | COc1ccccc1NC(=O)c1c(NC(=O)c2ccccc2Cl)sc2c1CCC2 | -46.0
124 | CNC(=O)CCn1nc(-c2ccc(Cl)cc2)c2ccccc2c1=O | -4.8
125 | Cc1nc2ccc(-c3ccc4nc(C)n(-c5ccc6c(c5)OCO6)c(=O)c4c3)cc2c(=O)n1-c1ccc2c(c1)OCO2 | -57.5
126 | O=C(NCc1ccccn1)C1CCCN(S(=O)(=O)c2ccc(Br)cc2)C1 (stereo not drawn) | -1.6
127 | COc1ccccc1NC(=O)c1ccc[n+]([O-])c1 | -4.8
128 | O=C(O)CCC(=O)c1cccc2ccccc12 | 6.0
129 | O=C1c2cccnc2C(=O)N1c1ccc([N+](=O)[O-])cc1 | -1.0

Laid out differently: results already given.
entry	14-3-3g Raf	canonical_smiles
123	-46.0	COc1ccccc1NC(=O)c1c(NC(=O)c2ccccc2Cl)sc2c1CCC2
124	-4.8	CNC(=O)CCn1nc(-c2ccc(Cl)cc2)c2ccccc2c1=O

From PubChem BioAssay
